FLuc stim CS: affects firefly luciferase, flagging false hits in luciferase stimulation screens. P08659. ATPlite luciferase biochemical, luminescence, 10 min; 0 = ATP-free wells, 1 = DMSO control. activation factor at 10 µM. 200,000 tested, under 10 active. AID 1027;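 active = luciferase activation factor, scaled between plate controls, of at least 2 with compound at 10 µM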
Target sequence (P08659 whole entry, looked up): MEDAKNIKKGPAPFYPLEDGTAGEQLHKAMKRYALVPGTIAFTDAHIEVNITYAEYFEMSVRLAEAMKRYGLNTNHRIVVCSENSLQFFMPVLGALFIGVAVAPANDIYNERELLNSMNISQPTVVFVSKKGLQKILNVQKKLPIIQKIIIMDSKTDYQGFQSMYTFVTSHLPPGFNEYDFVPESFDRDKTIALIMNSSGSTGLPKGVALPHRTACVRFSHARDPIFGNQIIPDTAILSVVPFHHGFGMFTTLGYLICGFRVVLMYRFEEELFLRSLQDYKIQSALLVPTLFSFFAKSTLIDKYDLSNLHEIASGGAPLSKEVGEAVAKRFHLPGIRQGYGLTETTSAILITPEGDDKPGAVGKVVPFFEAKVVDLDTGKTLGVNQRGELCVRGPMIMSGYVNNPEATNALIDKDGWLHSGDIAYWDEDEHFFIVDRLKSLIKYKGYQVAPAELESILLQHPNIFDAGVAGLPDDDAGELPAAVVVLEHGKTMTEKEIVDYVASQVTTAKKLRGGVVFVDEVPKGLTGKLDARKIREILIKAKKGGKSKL
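System: luciferase plus luciferin reagent, cell-free; medium: PBS as buffer for the ATP substrate; dosing: test compounds dosed from 2 mM stocks in 100% DMSO; timing: 10 min post-reagent at room temperature; measured by: luminescence measurement of luciferase light output; evaluation: luciferase activation, seen as luminescence increase over controls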
STAT1 activator: increases IFN-gamma driven STAT1 reporter signal; NIH 3T3 STAT1-luciferase reporter, luminescence; 100% = IFN-gamma alone, no compound; activation (% of control), % at 5.5 µM; 2.6% of 200,000 active;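 active = activation above the screen-wide mean activation plus 3 SD, cut at about 130% in these data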;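 also: raw ratio to IFN-gamma control signal so 100% means no change and 0% no light; values of inactives mirror those of a sister screen read the other way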
NF-kB neuron act: raises NF-kB expression in human neuronal cells; NF-kB reporter expression; active compounds read high; fold change at 12.5 µM; 1.6% of 190,000 active; AID 1239; in the data active = fold change above about 3.3
APP 5UTR inh: APP translation inhibition; AID 1285; SH-SY5Y APP 5'UTR-luciferase reporter, luminescence; 0.82% of 190,000 active; inhibition, % at 2 µM;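 active = inhibition above a set limit, derived from the sample mean plus 3 SD, cut at about 45% in these data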; also: values of inactives mirror those of a sister screen read the other way
Diaphorase act: counter-screen for diaphorase-based assays: diaphorase activators and chemical reducers; activation factor at 20 µM; 0.005% of 190,000 active; Diaphorase/resazurin coupled assay, resorufin fluorescence, 16 min; active compounds read high; 1 = vehicle wells, 0 = NADH-free wells;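 active = diaphorase activity raised at least twofold by the compound at 20 µM; inactive = activation factor below 2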
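System – purified diaphorase enzyme from Clostridium kluyveri · Input – enzyme 0.07 U/mL final · Also added – final NADH 0.114 mM, resazurin 0.1 mM · Measured by – fluorescence of resorufin, 544 nm excitation, 590 nm emission · Timing – 16 min enzyme reaction, ambient temperature · Measure – resorufin increase flagging diaphorase activators or reducers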
FLuc inhib CS: counter-screen for luciferase assay inhibitors: firefly luciferase inhibition; P08659; ATPLite firefly luciferase biochemical luminescence, 10 min; inhibition, % at 10 µM; 1.5% of 200,000 active; AID 1006;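 active = inhibition above about 50% when tested at 10 µM, limit read from the data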
Diaphorase inh: inhibits diaphorase or chemically oxidizes, flagging diaphorase assay artifacts. inhibition, % at 20 µM. diaphorase resazurin-to-resorufin fluorescence, NADH, 16 min; bacterial (C. kluyveri) enzyme, not human. 0.69% of 190,000 active. AID 1217;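 active = primary screen inhibition at 20 µM above a set limit, cut at about 50% in these data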;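 also: plate controls were DMSO with full reaction for no effect and wells lacking NADH for full effect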
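controls = No-NADH positive control and DMSO neutral control | system = Clostridium kluyveri diaphorase enzyme | timing = reaction incubation of 16 min at room temperature | signal = resorufin fluorescence 544/590 nm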
TLR4-MyD88 BLA: blocks binding of human TLR4 to MyD88 | O00206+Q99836 | HeLa CL3-4 TLR4/MyD88 BLA complementation, FRET ratio | inhibition, % at 8.4 µM | 0.18% of 200,000 active; in the data active = inhibition above about 25%;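 also: 0% = vehicle and 100% = reference inhibitor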
APP 5'UTR act: APP 5'UTR luciferase reporter activation | SH-SY5Y APP 5'UTR luciferase reporter, luminescence; zero percent = DMSO vehicle wells | activation, % at 2 µM | 1% of 190,000 active | AID 1276;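 active = activation above a set limit, based on mean plus 3 SD of controls, cut at about 140% in these data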; also: values of inactives mirror those of a sister screen read the other way
G6PDH CS: inhibits Leuconostoc G6PDH, flagging false hits in G6PDH-based assays | AID 1020 | inhibition, % at 5 µM | Purified L. mesenteroides G6PDH, diaphorase/resazurin coupled fluorescence, 45 min | 0.12% of 200,000 active; in the data active = inhibition above about 50%
Starred values were filed as active, the others as inactive.

Short forms – A = FLuc stim CS; B = STAT1 activator; C = NF-kB neuron act; D = APP 5UTR inh; E = Diaphorase act; F = FLuc inhib CS; G = Diaphorase inh; H = TLR4-MyD88 BLA; I = APP 5'UTR act; J = G6PDH CS
CSc1ncccc1C(=O)NCCc1ccccc1
  A = 1; B = 86; C = 1.1; D = 1; E = 1; F = -4; G = 1; H = 5; I = -1; J = 0

O=C(CC1Nc2ccccc2NC1=O)Nc1ccccc1 (stereo unspecified)
  A = 0.8; B = 103; C = 1.3; D = -11; E = 0.8; F = 16; G = 16; H = -9; I = 11; J = -17

Cc1cnc(C(=O)OCC(=O)NC23CC4CC(CC(C4)C2)C3)cn1
  A = 1; B = 102; C = 1.1; D = -5; E = 0.9; F = 4; G = 11; H = 4; I = 5; J = 5

Cc1ccc(C(=O)Nc2ccc(Cl)cc2C(F)(F)F)c(Cl)c1
  A = 0.7; B = 126; C = 2; D = -10; E = 0.9; F = 26; G = 6; H = -1; I = 10; J = -10

CCCNc1cc(C)oc(=O)c1C(=O)CC
  A = 1.1; B = 92; C = 1.2; D = -32; E = 0.9; F = -8; G = 12; H = 2; I = 32; J = 4

Cc1nc2ccc(NC(=O)Cc3ccccc3F)cc2s1
  A = 0.5; B = 141*; C = 6.8*; D = -133; E = 1; F = 54*; G = -3; H = 18; I = 133; J = 10

CC(C)NC(=O)COc1ncnc2sccc12
  A = 1; B = 100; C = 1.1; D = 6; E = 1; F = -4; G = 4; H = -2; I = -6; J = 3

CC(CCc1ccccc1)NC(=O)Cc1cccs1 (stereo unspecified)
  A = 1; B = 89; C = 0.97; D = 3; E = 0.9; F = -5; G = 14; H = -8; I = -3; J = 6

OC1(c2ccc(Br)cc2)CCNCC1
  A = 1.1; B = 96; C = 1.2; D = -1; E = 0.9; F = -6; G = 10; H = 3; I = 1; J = 2

COc1ccc(NC(=O)CN(C)S(=O)(=O)c2ccc(C)cc2)c([N+](=O)[O-])c1
  A = 1.1; B = 102; C = 0.95; D = 7; E = 0.9; F = -5; G = 5; H = -9; I = -7; J = -16

The list continues.
Short forms – A = FLuc stim CS; B = STAT1 activator; C = NF-kB neuron act; D = APP 5UTR inh; E = Diaphorase act; F = FLuc inhib CS; G = Diaphorase inh; H = TLR4-MyD88 BLA; I = APP 5'UTR act; J = G6PDH CS
CCc1ccccc1NC(=O)NC1CC2CCC(C1)N2Cc1ccco1 (stereo unspecified)
  A = 1; B = 103; C = 0.95; D = 1; E = 0.9; F = -3; G = 13; H = -10; I = -1; J = 2

C=CCn1c(SCC(=O)N2CCCC2)nc2cc(C(=O)NCC3CCCO3)ccc2c1=O (stereo unspecified)
  A = 1; B = 105; C = 0.75; D = -9; E = 0.8; F = -4; G = 17; H = -3; I = 9; J = -1

O=C1CCC(/C=C/c2ccccc2)=NN1Cc1ccccc1
  A = 1; B = 105; C = 0.98; D = -1; E = 1.1; F = -4; G = -9; H = -6; I = 1; J = 18

Nc1nc(-c2c[nH]c3ccccc23)cs1
  A = 1.1; B = 93; C = 0.42; D = -13; E = 1; F = -9; G = 1; H = -7; I = 13; J = 13

CN(C)CCOc1ccc(C(C)(C)c2ccccc2)cc1
  A = 1.1; B = 115; C = 1.1; D = 2; E = 0.8; F = -6; G = 23; H = -5; I = -2; J = 10

Cc1nnc(SCCOc2ccccc2)s1
  A = 1; B = 111; C = 1.2; D = -7; E = 1; F = 3; G = 0; H = -4; I = 7; J = 2

COc1nc(N)c(S(=O)(=O)c2ccccc2)cc1C#N
  A = 1; B = 102; C = 1; D = -8; E = 0.9; F = -4; G = 6; H = 12; I = 8; J = -9

Cc1ccccc1CSc1ccc2nnc(-c3ccccn3)n2n1
  A = 1.1; B = 92; C = 0.82; D = -17; E = 0.9; F = -5; G = 14; H = -6; I = 17; J = -7

CN(C(=O)CSc1ncnc2sc(-c3ccccc3)cc12)C1CCS(=O)(=O)C1 (stereo unspecified)
  A = 0.9; B = 99; C = 1.2; D = 12; E = 0.6; F = 12; G = 41; H = -3; I = -12; J = 2

Cc1ccc2cc(C#N)c(NCCCNC(=O)C3CCCO3)nc2c1 (stereo unspecified)
  A = 1.1; B = 105; C = 1.1; D = 1; E = 0.9; F = -6; G = 13; H = -11; I = -1; J = -15

Carrying on:
Short forms – A = FLuc stim CS; B = STAT1 activator; C = NF-kB neuron act; D = APP 5UTR inh; E = Diaphorase act; F = FLuc inhib CS; G = Diaphorase inh; H = TLR4-MyD88 BLA; I = APP 5'UTR act; J = G6PDH CS
CCCCOC(=O)Nc1ccc(S(=O)(=O)Nn2cnnc2)cc1
  A = 1; B = 95; C = 1.7; D = -8; E = 0.9; F = 1; G = 5; H = -4; I = 34; J = 6

O=C(NCCc1ccccn1)C1CC(=O)N(Cc2ccccc2Cl)C1 (stereo unspecified)
  A = 1.1; B = 102; C = 0.99; D = -16; E = 0.9; F = -8; G = 13; H = -5; I = 16; J = 1

COc1ccc(C2Nc3ccccc3C(=O)N2c2ccc(Cl)cc2)cc1Cn1cc([N+](=O)[O-])cn1 (stereo unspecified)
  A = 1.1; B = 181*; C = 1.1; D = -104; E = 1; F = -6; G = 0; H = -3; I = 104; J = -13

O=C(OC(C(=O)NCc1cccs1)c1ccccc1Cl)c1ccco1 (stereo unspecified)
  A = 1; B = 99; C = 1; D = -6; E = 0.9; F = -4; G = 14; H = 1; I = 6; J = 0

COc1ccccc1NC(=S)NC(=O)/C=C/c1cccs1
  A = 1; B = 100; C = 0.98; D = 1; E = 0.8; F = 0; G = 16; H = -1; I = -1; J = -4

CC1(C)CC(NC(=O)c2ccccc2C(=O)NC2CC(C)(C)NC(C)(C)C2)CC(C)(C)N1
  A = 1; B = 100; C = 1.2; D = 30; E = 0.9; F = -4; G = 7; H = 4; I = -30; J = 8

Cc1cc(C)c2nc(SC(C)C#N)cc(C)c2c1 (stereo unspecified)
  A = 1; B = 106; C = 1.4; D = -6; E = 0.8; F = -5; G = 24; H = -1; I = 6; J = -7

CN(C)CCNC(=O)Cn1nc(C(F)F)cc1C1CC1
  A = 1; B = 86; C = 1.2; D = 3; E = 1; F = -2; G = 1; H = 0; I = -3; J = 4

COc1ccccc1NC(=S)NNC(=O)c1ccccc1Br
  A = 0.7; B = 122; C = 1.8; D = -59; E = 0.9; F = 30; G = 7; H = -15; I = 59; J = -1

Cc1cc(=O)oc2cc(OC(C)C(=O)Nc3nccs3)ccc12 (stereo unspecified)
  A = 1; B = 99; C = 0.95; D = -16; E = 0.9; F = -3; G = 9; H = 7; I = 16; J = 9

(list continues)
Short forms – A = FLuc stim CS; B = STAT1 activator; C = NF-kB neuron act; D = APP 5UTR inh; E = Diaphorase act; F = FLuc inhib CS; G = Diaphorase inh; H = TLR4-MyD88 BLA; I = APP 5'UTR act; J = G6PDH CS
O=C(Oc1ccccc1Cl)c1ccccc1P(=O)(O)O
  A = 1; B = 100; C = 0.94; D = 3; E = 0.9; F = -4; G = 11; H = 5; I = -3; J = 4

CS(=O)(=O)Nc1ccc(C(=O)N2CCc3ccccc3C2)cc1
  A = 1; B = 101; C = 1; D = 22; E = 1; F = -4; G = 5; H = 11; I = -22; J = 15

CSc1cccc(CNC(=O)CC2C(=O)NCCN2CC(C)(C)C)c1 (stereo unspecified)
  A = 1; B = 102; C = 1; D = 14; E = 0.7; F = -4; G = 32; H = -8; I = -14; J = 22

COC(=O)n1c(=O)oc2cc(S(=O)(=O)N3CCOCC3)ccc21
  A = 1.1; B = 102; C = 1.3; D = -6; E = 0.9; F = -11; G = 11; H = -4; I = 6; J = 1

O=C(CNS(=O)(=O)c1ccccc1)NCC(=O)OCc1ccccc1F
  A = 1; B = 118; C = 1.1; D = -17; E = 0.9; F = -3; G = 10; H = 3; I = 17; J = 14

O=C(Nc1cc(SCC(O)CO)cc([N+](=O)[O-])c1)c1ccc(-n2cnnn2)cc1 (stereo unspecified)
  A = 1; B = 102; C = 0.98; D = -16; E = 1; F = -4; G = -4; H = -16; I = 16; J = 11

O=C(NNC(=O)C1CCCN(c2ncccn2)C1)c1ccc(F)cc1 (stereo unspecified)
  A = 1; B = 92; C = 0.95; D = 0; E = 1; F = -5; G = 5; H = -4; I = 0; J = 0

CN(c1ccccc1)P(=O)(N(C)c1ccccc1)N(C)c1ccccc1
  A = 1; B = 94; C = 0.66; D = -38; E = 1.1; F = 2; G = -12; H = -2; I = 38; J = 11

Cn1c(SCC(=O)N=Nc2c(O)[nH]c3ccccc23)nc2ccccc21
  A = 1; B = 104; C = 1; D = -14; E = 0.9; F = 1; G = 8; H = 10; I = 14; J = -20

COCCCNC(=O)COc1ccc(Br)cc1Cl
  A = 0.9; B = 139*; C = 2.2; D = -16; E = 1; F = 8; G = 2; H = 3; I = 17; J = 4

Three compounds from above, ordered by molecular weight, rising.
Short forms – A = FLuc stim CS; B = STAT1 activator; C = NF-kB neuron act; D = APP 5UTR inh; E = Diaphorase act; F = FLuc inhib CS; G = Diaphorase inh; H = TLR4-MyD88 BLA; I = APP 5'UTR act; J = G6PDH CS
CSc1cccc(CNC(=O)CC2C(=O)NCCN2CC(C)(C)C)c1 (stereo unspecified)
  A = 1; B = 102; C = 1; D = 14; E = 0.7; F = -4; G = 32; H = -8; I = -14; J = 22

Cn1c(SCC(=O)N=Nc2c(O)[nH]c3ccccc23)nc2ccccc21
  A = 1; B = 104; C = 1; D = -14; E = 0.9; F = 1; G = 8; H = 10; I = 14; J = -20

O=C(CNS(=O)(=O)c1ccccc1)NCC(=O)OCc1ccccc1F
  A = 1; B = 118; C = 1.1; D = -17; E = 0.9; F = -3; G = 10; H = 3; I = 17; J = 14

Other entries
Short forms – A = FLuc stim CS; B = STAT1 activator; C = NF-kB neuron act; D = APP 5UTR inh; E = Diaphorase act; F = FLuc inhib CS; G = Diaphorase inh; H = TLR4-MyD88 BLA; I = APP 5'UTR act; J = G6PDH CS
Fc1ccc(C(c2nnnn2Cc2ccccc2)N2CCSCC2)cc1 (stereo unspecified)
  A = 1; B = 91; C = 1.1; D = 13; E = 0.8; F = -4; G = 23; H = 10; I = -13; J = 12

O=C(O)CCCCC1CCSS1 (stereo unspecified)
  A = 1; B = 85; C = 1.6; D = -15; E = 0.9; F = -2; G = 10; H = -14; I = 15; J = 7

S=C1NCCOCCOCCOCCN1
  A = 1.1; B = 100; C = 1.1; D = -16; E = 0.9; F = -8; G = 12; H = 10; I = 17; J = 8

CCOC(=O)C1=C(C)N(C)C(=O)NC1c1c(C)nn(-c2ccc(C)cc2)c1Cl (stereo unspecified)
  A = 1; B = 102; C = 1.5; D = 8; E = 1; F = 2; G = 2; H = -11; I = -8; J = 4

CCc1cc(=O)oc2cc(OC(C)=O)cc(OC(C)=O)c12
  A = 1.2; B = 100; C = 1.1; D = 2; E = 0.9; F = -19; G = 12; H = -12; I = -2; J = 14

NC(=O)C1CCN(CC(=O)Nc2cccc(C(=O)Nc3cccc(C(F)(F)F)c3)c2)CC1
  A = 1.1; B = 96; C = 0.76; D = 0; E = 0.8; F = -7; G = 18; H = 11; I = 0; J = -2

Cc1ccc(-c2noc(CCC(=O)NCCN3CCc4ccccc4C3)n2)cc1
  A = 1; B = 99; C = 1.1; D = 17; E = 0.9; F = 0; G = 10; H = -4; I = -17; J = 6

C/C(=N/NS(=O)(=O)c1ccccc1)c1ccc(NC(=O)C(F)(F)F)cc1
  A = 1; B = 105; C = 1.1; D = 5; E = 0.8; F = -4; G = 19; H = -14; I = -5; J = 8
